AID inh – Primary qHTS assay for inhibitors of Activation Induced Cytidine Deaminase (AID): AID signal. AID deamination FRET fluorescence, UDG-coupled, 4 h. Potency, µM (top dose mostly 115 µM), inactives show at the top dose activity change, negative = inhibition, usual class: inhibitors. 0.32% of 91,000 active; also: nearly all actives have a fitted effect of over 25% in size
Target sequence (Q9GZX7 whole entry, looked up): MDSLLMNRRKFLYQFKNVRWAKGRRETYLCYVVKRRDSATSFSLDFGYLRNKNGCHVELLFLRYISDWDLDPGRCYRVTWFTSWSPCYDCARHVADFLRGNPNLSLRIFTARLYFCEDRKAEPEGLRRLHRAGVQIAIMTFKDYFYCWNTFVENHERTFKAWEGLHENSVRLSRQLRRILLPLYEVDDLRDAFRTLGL
UDG counterscr – Primary qHTS assay for inhibitors of Activation Induced Cytidine Deaminase (AID): UDG Counterscreen signal; Uracil-DNA glycosylase; FRET deamination/UDG coupled assay, UDG read, 4 h; Potency, µM (titrated, usually from 115 µM), for the others: top-dose activity change, negative = inhibition, hits mostly inhibitors; 0.14% of 91,000 active; also: nearly all actives have a fitted effect of over 65% in size
Active calls of the source: *; ? = inconclusive; [ ] = another dose, or the depositor's remark. Calls follow the shape of the dose curve; as a rule, active = well fitted curve in the direction sought with a large enough effect; inconclusive = small, poorly fitted or top-dose-only effect, or another doubt; inactive = no such curve, though single readings can be large; an effect the other way counts as inactive or inconclusive. % is scaled to controls: 0 for no effect and ±100 for the full control effect; potency is read from the fitted curve at half-maximal effect. A portion of the library. The share of hits here may be higher or lower than overall.

Second line of a record: AID inh	UDG counterscr
COc1ccc(Nc2ncnc3c2c(-c2ccccc2)cn3-c2ccc(C)c(Cl)c2)cc1OC
  16.3%	0.0%[57.5 µM]
CCN(CC)C(=O)Cn1c(=O)n(CCCCCC(=O)NCc2ccc3c(c2)OCO3)c(=O)c2sccc21
  3.4%	-1.9%
COCCCNS(=O)(=O)c1cccc2cc(C)cnc12
  -1.4%	0.4%
CC(C)c1noc(C(C)Nc2ccc3oc(C4CC4)nc3c2)n1 (stereo not drawn)
  6.6%	0.9%
Cc1ccc(C(=O)C(C)OC(=O)C2CC3CCCC(C2)C3=O)cc1C (stereo not drawn)
  9.5%	-10.9%
CCc1cc(C(c2ccc(OC)cc2)N2CCOCC2)c(NC(=O)c2ccco2)s1 (stereo not drawn)
  -7.7%	-4.6%
CC(NC(=O)NOCc1ccccc1)c1ccc(C#N)cc1 (stereo not drawn)
  -1.2%	-3.5%
COc1cccc(OC)c1C(=O)Nc1ccc(-c2nc3ccc(C)cc3o2)cc1
  2.6%	-1.6%
COc1ccc(C(C)=O)cc1CSc1nc(Nc2ccc(F)c(F)c2)c2ccccc2n1
  ?	-4.4%[57.5 µM]
CCc1ccc(NC(=O)C(=O)NCCc2csc(-c3cccc(F)c3)n2)cc1
  3.8%	14.9%
Cc1ccc(-c2cc(=O)c3cc(C)ccc3o2)cc1
  -18.0%	-4.1%
CCC(Sc1nc2nccnc2c(=O)n1Cc1ccc(Cl)cc1)C(=O)NC1CCCCC1 (stereo not drawn)
  6.9%	3.4%
CC(Cn1cccn1)NC(=O)c1cc(Cl)c2c(c1)OCO2 (stereo not drawn)
  -3.5%	-9.4%
CCN1CCN(Cc2nc3cc(NC(=O)c4ccccc4[N+](=O)[O-])ccc3n2CC)CC1
  11.2%	-0.7%
CC(=O)Nc1ccc(NC(=O)c2cc3sccc3n2Cc2ccc(Cl)cc2)cc1
  132.7%[activator]	-12.6%
Cc1nc2c(C)cccn2c1/C(O)=C1\C(=O)C(=O)N(CCN(C)C)C1c1ccc(Br)cc1 (stereo not drawn)
  17.9%	0.1%
CC(NC(=O)c1cc(-c2ccco2)nc2ccccc12)C(=O)NCc1ccccc1 (stereo not drawn)
  -2.1%	4.3%
CC(NC(=O)CN(C)S(=O)(=O)c1ccc2c(c1)c(=O)n(C)c(=O)n2C)c1ccccc1 (stereo not drawn)
  -12.0%	-2.3%
CC(=O)c1ccc(NC(=O)c2cccc(N(C)C)c2)cc1
  4.9%	3.4%
COc1cccc(OC)c1OC(=O)COc1ccc2oc3c(c2c1)CCCC3
  -10.8%	-7.1%
Cc1nn(CC(=O)N(C)Cc2ccccc2C(F)(F)F)c(=O)c2ccccc12
  6.6%	2.8%
COc1ccc(OC)c(NC(=O)CSc2nc3ccccc3c(=O)n2CCC(=O)NC2CCCCC2)c1
  -6.5%	?
c1ccc(C(CNCc2cccnc2)N2CCCC2)cc1 (stereo not drawn)
  8.4%	4.8%
CCOC(=O)C(C#N)C(c1ccco1)c1ccccc1OC (stereo not drawn)
  5.9%	3.4%
CC1CCCCN1C(=O)Cn1ncc2c3ccccc3n(Cc3ccccc3F)c2c1=O (stereo not drawn)
  ?	-7.2%
CCc1ccccc1NC(=O)C(CC)Sc1ncnc2c1sc1ccccc12 (stereo not drawn)
  -2.1%	0.0%
COc1ccc2c(=O)c(Oc3ccccc3OC)c(C)oc2c1
  -7.0%	0.2%
Cc1ccc(OCC(=O)OCc2cc(=O)n3c(C)csc3n2)cc1
  37.0%[activator]	?
O=C(NC1CCCCCCC1)c1cc(-c2ccc(Cl)c(Cl)c2)nc2ccccc12
  3.2%	12.9%
Cc1cccc(/C=C/C(=O)O)c1C
  -0.5%	10.2%
CCOC(=O)C1=C(COC(=O)c2oc3c(F)cccc3c2C)NC(=O)NC1C (stereo not drawn)
  -10.6%	-7.3%
Cc1cc2ncn(-c3ccc([N+](=O)[O-])cc3Cl)c2cc1C
  -9.0%	-1.7%
CCOc1ccc(CC(=O)NCCc2sc3nc(-c4ccc(OC)cc4)nn3c2C)cc1
  -8.7%	4.9%
O=C1CCC(C(=O)OCC(=O)c2c[nH]c3ccccc23)=NN1
  -4.1%	-7.8%
CCC(C)Sc1ccc(N)c(C(F)(F)F)c1 (stereo not drawn)
  -2.1%	10.5%
COc1ccc(NC(=O)CSc2nc(-c3cccs3)cc(C(F)(F)F)n2)cc1Cl
  19.5%	-2.9%
Cc1ccc2oc3c(c(=O)c2c1)C(c1ccc(O)cc1)N(Cc1ccc2c(c1)OCO2)C3=O (stereo not drawn)
  -5.0%	-1.7%
Cc1ccc(Cl)cc1NC(=O)C(Cc1ccccc1)NS(=O)(=O)c1cccc2nsnc12 (stereo not drawn)
  4.8%	1.7%
NC(=O)CNS(=O)(=O)/C=C/c1ccc(Cl)cc1
  5.9%	9.0%
CCOc1ccc(N(Cc2ccccc2)C(=O)c2nc(SCC)ncc2Cl)cc1
  ?	-21.4%
COc1ccc(C(=O)NCC(c2cccnc2)N2CCN(c3ccccc3)CC2)cc1 (stereo not drawn)
  3.0%	-1.9%
COc1cccc(N2CCN(S(=O)(=O)c3ccc(-c4cnc(C5CC5)o4)cc3)CC2)c1
  ?	?
Cc1cc(C)c2c(CC(=O)Nc3ccc(F)cc3)coc2c1
  0.6%	1.5%
O=C1CCCC2=C1C(c1ccc(F)cc1F)Nc1nonc1N2 (stereo not drawn)
  -2.8%	-2.5%
COC(=O)C1=C(C)C(C(C)=O)(C(=O)OC)NC(C)=C1c1ccccc1Cl (stereo not drawn)
  -12.5%	-7.6%
O=S(=O)(Nc1cccc(-c2ccc(N3CCCC3)nn2)c1)c1ccc(F)c(C(F)(F)F)c1
  -23.1%	-28.2%
Brc1cccc(-c2nnc(CN3CCN(c4ccccn4)CC3)o2)c1
  -1.2%	-2.3%
CCN(C(=O)Cn1c(=O)n(CCCS(=O)(=O)C2CCCCC2)c(=O)c2ccccc21)c1cccc(C)c1
  -9.7%	-7.8%
Cc1c(-c2ccccc2)nc2c(Cl)cccc2c1C(=O)OCC(=O)c1ccc(F)cc1
  47.2%[activator]	?
CSc1ccc(CN(C)S(=O)(=O)c2ccc3c(c2)OCCCO3)cc1
  -12.1%	-7.1%
COc1ccc(OC)c(CC2C(=O)Nc3ccc(Br)cc32)c1 (stereo not drawn)
  13.7%	-6.2%[57.5 µM]
CN(C)CC(O)COc1ccc(NC(=O)NCc2ccccc2)cc1 (stereo not drawn)
  -7.2%	7.8%
CCc1c(C)sc(NC(=O)c2cc(-c3ccc(OC)cc3)on2)c1C#N
  -1.6%	25.7%
Cc1ccc(CCNC(=O)CCCn2c(=O)c3ccccc3n(CC(=O)Nc3cc(Cl)ccc3C)c2=O)cc1
  19.3%	-0.6%
CCCC(=O)C1C(=O)CC(c2ccc(OC)c(OC)c2)CC1=O (stereo not drawn)
  -1.2%	-1.4%
CCOC(=O)c1cc2c(=O)n3ccccc3nc2n(Cc2ccco2)c1=NC(=O)c1ccc(OCC)cc1
  19.0%	-10.5%
CC1CCCCC1NC(=O)C1CC=CCC1 (stereo not drawn)
  5.0%	2.5%
O=c1[nH]c2ccc(NCc3ccc(-c4ccc(Cl)cc4)o3)cc2[nH]1
  14.7%	-4.1%
COc1cc(CC(=O)OCc2c(F)cccc2Cl)cc(OC)c1OC
  -5.2%	7.1%
COc1cc(C(=O)n2nc(C)c(Sc3ccc(Cl)cc3)c2C)cc(OC)c1OC
  -15.0%	-6.4%

New compounds follow.
Second line of a record: AID inh	UDG counterscr
Oc1cc(C2CCCCC2)ccc1C1CCCCC1
  -5.2%	3.3%
O=C(Sc1ccc(Oc2ccc(SC(=O)c3ccco3)cc2)cc1)c1ccco1
  -23.5%	-6.4%
O=C(Cn1cccc1C(=O)c1ccccc1)NCc1ccc(F)cc1
  -2.7%	-0.3%
CCN(CC)S(=O)(=O)c1cc([N+](=O)[O-])ccc1N/N=C/c1cccs1
  -5.1%	-0.8%
O=C(Nc1ccc(Br)cc1)C1C2C3CCC(C3)C12 (stereo not drawn)
  -3.1%	0.3%
Cc1ccc(NC(=O)Cn2c(=O)oc3cc(S(=O)(=O)NCc4ccccc4)ccc32)cc1
  -0.3%	25.1%
COc1ccc(-c2cc(C(=O)NCCc3ccccc3)c3c(-c4ccccc4)[nH]nc3n2)cc1
  37.9%[activator]	9.8%
CCN(Cc1ccc2c(c1)OCO2)C(=O)NCc1nc(C)cs1
  0.1%	-0.4%
Cn1nc(C(=O)Nc2nc(-c3ccncc3)cs2)c2ccccc2c1=O
  2.0%	0.5%
O=C(O)C/C(=C/c1csc(-c2ccc(F)cc2)n1)c1nc2ccccc2s1
  -18.0%	3.2%
COc1ccccc1CNC(=O)c1nccnc1N
  3.4%	4.8%
CCn1c(N2CCC(Cc3ccccc3)CC2)nc2c1c(=O)n(C)c(=O)n2C
  ?	-8.7%
Cc1ccc(F)c(NC(=O)CCNC(=O)c2cccs2)c1
  3.1%	0.1%
Cc1ccc(C(C(=O)NC2CCCCC2)N(C)Cc2ccccc2)cc1 (stereo not drawn)
  -14.7%	-9.6%
COc1cc(C#N)ccc1OCc1c(F)cccc1Cl
  -9.5%	-4.3%

Five compounds from above, sorted by formula weight, rising:
Second line of a record: AID inh	UDG counterscr
O=C(Nc1ccc(Br)cc1)C1C2C3CCC(C3)C12 (stereo not drawn)
  -3.1%	0.3%
O=C(Cn1cccc1C(=O)c1ccccc1)NCc1ccc(F)cc1
  -2.7%	-0.3%
Cc1ccc(C(C(=O)NC2CCCCC2)N(C)Cc2ccccc2)cc1 (stereo not drawn)
  -14.7%	-9.6%
O=C(Sc1ccc(Oc2ccc(SC(=O)c3ccco3)cc2)cc1)c1ccco1
  -23.5%	-6.4%
Cc1ccc(NC(=O)Cn2c(=O)oc3cc(S(=O)(=O)NCc4ccccc4)ccc32)cc1
  -0.3%	25.1%

Other compounds.
Second line of a record: AID inh	UDG counterscr
C/C(=N/Nc1ccccc1)c1ccc([N+](=O)[O-])cc1
  -4.9%	2.7%
Cc1ccc(Cl)cc1N1CCN(C(=O)c2cc3c(=O)oc4ccccc4c3s2)CC1
  -7.4%	-17.5%
CC(Nc1ccc(C23CC4CC(CC(C4)C2)C3)cc1)C(=O)Nc1cc(C(F)(F)F)ccc1Cl (stereo not drawn)
  3.6%	7.9%
CC(C)C(=O)Nc1cccc(Cl)c1Cl
  3.0%	-2.3%
Cc1ccc(C)c(Sc2ccc(NC(=O)C3CCC(C(C)(C)C)CC3)cc2)c1 (stereo not drawn)
  -10.5%	-3.3%
N#Cc1ccccc1OCC(=O)OCc1ccc(C(N)=O)cc1
  -1.4%	1.1%
N#Cc1nc(-c2ccc(OCc3ccccc3)cc2)oc1N1CCCCC1
  -8.2%	2.8%
COc1cccc(Cc2nc3ccccc3nc2SCC(=O)Nc2cccc(C)c2)c1
  6.1%	4.8%
COc1ccccc1OC(C)C(=O)c1ccc(Cl)cc1 (stereo not drawn)
  -6.1%	-5.5%
NC(=O)NC(=O)CSCc1ccccc1
  -0.2%	-3.0%
COc1cc(OC)c(C(=O)Nc2nnc(C(F)(F)F)s2)cc1OC
  3.2%	-4.4%
CCN(CC)CCNC(=O)NC(=O)c1ccccc1
  -3.4%	2.2%
O=C(NCC1CC1)C(=O)Nc1ccc2cc[nH]c2c1
  -1.4%	4.2%
N#Cc1c(NC(=O)CCn2nnc(-c3cccc(Cl)c3)n2)sc2c1CCCC2
  -1.3%	4.1%
NC(=O)c1ccc2c(c1)-c1ccccc1C2=O
  2.6%	-0.3%
CCOc1ccc(NC(=O)CC2C(=O)N(c3ccccc3)C(=O)N2CCc2sccc2C)cc1 (stereo not drawn)
  0.4%	-27.9%
Cc1ccc(CNC(=O)CN2C(=O)CSc3c2c(C)nn3-c2ccccc2)cc1
  -3.3%	-2.6%
COc1cc(C2CC(=O)Nc3[nH]ncc32)ccc1OCc1ccc(Cl)cc1 (stereo not drawn)
  -4.3%	-5.7%
COC(=O)c1ccccc1N(C)S(=O)(=O)c1cc2c3c(c1)CC(=O)N3CCC2
  -16.1%	?
OC12CC3CC(C1)CC(NCc1ccco1)(C3)C2
  0.2%	-3.1%
CC(C)(C)C(CCC(=O)O)CC(=O)O (stereo not drawn)
  -1.5%	-6.6%
O=C(COc1ccc(-c2nnc(Nc3ccc(F)cc3)c3ccccc23)cc1)N1CCCCC1
  -23.4%	-3.4%
CC1=C(C(=O)OC(C)(C)C)C(c2ccc(Cl)cc2)C(C#N)=C(N)O1 (stereo not drawn)
  1.0%	3.4%
N#Cc1nc(-c2ccccc2F)oc1NCc1ccc(Cl)cc1
  -4.2%	-3.0%
CCc1cccc(NC(=O)c2cc3c(=O)n(Cc4ccccc4)ccc3nc2C)c1
  ?	?
Cc1ccc(C)c(C(=O)NCC(C)C)c1
  -1.5%	3.5%
Cc1ccc(/C=N/NC(=O)C(O)(c2ccccc2)c2ccccc2)s1
  -2.4%	-4.5%
Cc1cccc(C(=O)NCc2sccc2C)n1
  -1.6%	-5.4%
O=C(Nc1ccccc1)c1ccc(CSc2cccc[n+]2[O-])cc1
  3.0%	4.0%
CCC(C(=O)NCc1ccc(SC)cc1)n1nc(C)c2c(C)n(-c3ccccc3)nc2c1=O (stereo not drawn)
  ?	0.0%
O=C(NCC(c1ccccc1)N1CCCCC1)c1cc2ccccc2oc1=O (stereo not drawn)
  -4.4%	-3.5%
Cc1nc2ccc(S(=O)(=O)CCC(=O)Nc3ccc(Cl)cc3)cc2s1
  4.2%	-7.7%
COCc1nnc(NC(=O)CCn2ccc3cc(Br)ccc32)s1
  -3.8%	-0.4%
